Compound activity from PubChem.
phage Ecoli inh = E. coli growth loss with phage present; growth absorbance; inhibition, % at 11.9 µM; hit rate 0.26% among 360,000; in the data active = inhibition above about 11%
PKA-R1A activ = activates the PKA-R1A holoenzyme complex | P00514+P68181 | PKA-R1A dissociation, Cy5-IP20 fluorescence polarization; scaled: DMSO 0%, 113 µM cGMP 100% | activation, % at 11.4 µM | hit rate 0.083% among 340,000;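 active = percent activation above the mean of all tested compounds plus 3 SD, cut at about 19% in these data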;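 also: higher means more PKAc released from R1A so a rise in polarization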
MOR-DOR inv ag = inverse agonist of human OPRM1-OPRD1 heterodimerization; AID 504357; cell-based MOR-DOR heterodimer luminescence, inverse agonism; hit rate 0.21% among 340,000; inhibition, % at 9.3 µM; in the data active = inhibition above about 22%, passing the limit was not always enough;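 also: 0% = cells with DMSO and 100% = wells without cells with DMSO; values of inactives mirror those of a sister screen read the other way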
PKA-R2B activ = activators of human PKA-R2B complex; hit rate 0.079% among 340,000; P22694+P31323; activation, % at 11.4 µM; PKA-R2B holoenzyme dissociation, Cy5-IP20 fluorescence polarization; R2B truncated from residue 108, S112A mutant; 0% DMSO only, 100% 113 µM cGMP;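 active = activation above a cutoff set at the mean over all compounds plus 3 SD, cut at about 18% in these data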;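 also: higher means more holoenzyme dissociation and a rise in polarization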
Target sequence (P31323 whole entry, looked up, other chains not shown, the tested form may be a part): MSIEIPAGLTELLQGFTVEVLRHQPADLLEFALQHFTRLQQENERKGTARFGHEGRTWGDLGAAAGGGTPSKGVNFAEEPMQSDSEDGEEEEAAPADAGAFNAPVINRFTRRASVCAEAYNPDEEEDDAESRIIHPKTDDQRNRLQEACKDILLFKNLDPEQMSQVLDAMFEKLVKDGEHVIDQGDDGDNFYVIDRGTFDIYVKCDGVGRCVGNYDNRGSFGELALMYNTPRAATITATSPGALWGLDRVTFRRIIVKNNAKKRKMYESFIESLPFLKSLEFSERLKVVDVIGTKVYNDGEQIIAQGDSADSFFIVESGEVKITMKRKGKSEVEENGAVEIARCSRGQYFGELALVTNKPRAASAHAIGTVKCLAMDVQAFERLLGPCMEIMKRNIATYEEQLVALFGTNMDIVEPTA
HTR5A inv ag = counter-screen for OPRM1-OPRD1 inverse agonists: human HTR5A inverse agonism | HTR5A cell line, luminescence | AID 504634 | hit rate 0.083% among 340,000 | P47898 | inhibition, % at 9.3 µM; in the data active = inhibition mostly above about 23%, no sharp cut-off; inactive = mostly below about 18%;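 also: 0% = cells with DMSO and 100% = no-cell wells with DMSO; some compounds called inactive have numbers as strong as hits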
Target sequence (P47898 whole entry, looked up): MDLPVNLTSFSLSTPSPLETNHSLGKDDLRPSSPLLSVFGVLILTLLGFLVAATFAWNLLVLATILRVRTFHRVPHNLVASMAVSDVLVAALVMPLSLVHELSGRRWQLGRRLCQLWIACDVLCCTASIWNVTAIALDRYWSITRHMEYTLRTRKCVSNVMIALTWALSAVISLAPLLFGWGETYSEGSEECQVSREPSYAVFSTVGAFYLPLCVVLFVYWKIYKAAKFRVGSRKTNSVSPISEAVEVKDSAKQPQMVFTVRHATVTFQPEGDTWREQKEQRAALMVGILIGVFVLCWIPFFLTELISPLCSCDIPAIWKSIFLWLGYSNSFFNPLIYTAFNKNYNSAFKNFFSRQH
MOR-DOR ag = OPRM1-OPRD1 heterodimerization agonism | cells, luminescence | P35372+P41143 | activation, % at 9.3 µM | hit rate 0.3% among 340,000; in the data active = activation above about 18%;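 also: 0% = vehicle-treated cells and 100% = reference agonist; values of inactives mirror those of a sister screen read the other way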
E coli growth = counter-screen for AddAB inhibitors: E. coli growth inhibition | E. coli V3065 growth, OD600 absorbance, 18 h | inhibition, % at 11.9 µM | hit rate 0.27% among 330,000 | AID 449728;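 active = inhibition above the campaign's mean inhibition across all tested compounds plus 3 SD, cut at about 9.9% in these data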;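 also: uninfected addAB+ strain grown without phage in ampicillin broth; 0% = DMSO wells and 100% = ciprofloxacin 0.95 µg/ml wells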
AddAB inh = less growth of phage-infected E. coli with AddAB; E. coli expressing H. pylori AddAB, absorbance growth; inhibition, % at 11.9 µM; hit rate 0.29% among 330,000; AID 435030; in the data active = inhibition above about 12%;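 also: 0% = vehicle wells of infected cells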
PfHsp90 set2 = growth inhibition of yeast expressing Plasmodium Hsp90. S. cerevisiae expressing PfHsp90, BacTiter-Glo ATP, 48 h; yeast lacking PDR1 and PDR3 efflux regulators. inhibition, % at 9.4 µM. hit rate 0.32% among 310,000;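 active = every replicate shows inhibition above about 80%, whatever the replicate mean, limit read from the data; inconclusive = mean inhibition reaches the set limit but some replicate falls short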;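 also: 0% = DMSO neutral controls and 100% = 20 µM radicicol positive controls; yeast relying on Plasmodium falciparum Hsp90 in place of its own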
SUMO Mot1 rescue = blocks SUMOylation pathway, rescuing yeast Mot1-301 growth; AID 2716; hit rate 1% among 320,000; growth rescue, % at 18.8 µM; S. cerevisiae Mot1-301 growth rescue, ATP luminescence, 38.5C; percent above DMSO median, 100 means doubled;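 active = every valid replicate shows activation above 250% relative to neutral control wells; inactive = the rest, any valid replicate at or below 250%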;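 also: OY570 slx delta 5 strain wells were the positive control but not used for scaling; some compounds called inactive have numbers as strong as hits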
Tat export inh = inhibitors of E. coli Tat protein transport; E. coli MC4100 TorA-mCherry Tat export, fluorescence; inhibition, % at 10 µM; hit rate 0.036% among 340,000; AID 488895;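 active = mean replicate inhibition at least 50% and at least half of replicates individually reaching 50%; inconclusive = only one of the two criteria met; inactive = neither criterion met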;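 also: exported cargo escapes ClpAP degradation while cytoplasmic cargo is degraded and loses fluorescence; 0% = median of neutral control wells and 100% = median of NaSCN control wells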
The depositor's hits bear a star. Not a hit list; 2.2% or so of the library scored in one or more.

COc1ccc(Nc2ccc(Cl)cc2)c(C(=O)O)c1 was read as phage Ecoli inh 0.3, PKA-R1A activ -3, MOR-DOR inv ag 6, PKA-R2B activ -5, HTR5A inv ag -13, MOR-DOR ag -1.2, E coli growth -1.9, AddAB inh 1.4, PfHsp90 set2 15, SUMO Mot1 rescue 8 and Tat export inh -6.
`Cc1c(NC(=O)c2cc3nc(-c4ccc(Cl)cc4)cc(C(F)(F)F)n3n2)c(=O)n(-c2ccccc2)n1C` gave phage Ecoli inh 1.3, PKA-R1A activ 8, MOR-DOR inv ag -1, PKA-R2B activ 5, HTR5A inv ag 0, MOR-DOR ag 0.2, E coli growth -2.8, AddAB inh -0.6, PfHsp90 set2 22, SUMO Mot1 rescue 19 and Tat export inh 6.
Screening O=S(=O)(c1ccc(Nc2ccc3c(c2)OCO3)nc1)N1CCOCC1 returned phage Ecoli inh 1.4, PKA-R1A activ -8, MOR-DOR inv ag 7, PKA-R2B activ -5, HTR5A inv ag 13, MOR-DOR ag -1.1, E coli growth -2.4, AddAB inh -0.2, PfHsp90 set2 -21, SUMO Mot1 rescue 21 and Tat export inh -14.
`Cc1nnc(Nc2ccc(Cl)cc2)n(N)c1=O` gave phage Ecoli inh 2.1, PKA-R1A activ -15, MOR-DOR inv ag 5, PKA-R2B activ -11, HTR5A inv ag -7, MOR-DOR ag -0.9, E coli growth 0.7, AddAB inh 2.0, SUMO Mot1 rescue -9 and Tat export inh -7.
Screening O=S(=O)(NC1CCCCC1)c1cccc(-c2nnc(-c3ccccc3)o2)c1 returned phage Ecoli inh 2.5, PKA-R1A activ -9, MOR-DOR inv ag -22, PKA-R2B activ -1, HTR5A inv ag -10, MOR-DOR ag 4.2, E coli growth -2.9, AddAB inh 1.2, PfHsp90 set2 -35, SUMO Mot1 rescue 20 and Tat export inh -6.
`Cc1c(Cl)cccc1NS(=O)(=O)c1ccccc1` gave phage Ecoli inh 3.1, PKA-R1A activ 8, MOR-DOR inv ag 10, PKA-R2B activ -20, HTR5A inv ag 3, MOR-DOR ag -1.8 and Tat export inh 7.
`CCCCN1C[C@H](COC(=O)CCC)Oc2cccc(F)c2S1(=O)=O` gave phage Ecoli inh 1.7, PKA-R1A activ -8, MOR-DOR inv ag 16, PKA-R2B activ -2, HTR5A inv ag -3, MOR-DOR ag -3.5, PfHsp90 set2 -11 and Tat export inh 1.
Screening COC(=O)CN1C(=O)C2(C(C#N)=C(N)Oc3n[nH]c(-c4cccs4)c32)c2ccccc21 (centres undefined) returned phage Ecoli inh 0.2, PKA-R1A activ -1, MOR-DOR inv ag -12, PKA-R2B activ -7, HTR5A inv ag 26, MOR-DOR ag 2.0, E coli growth 1.2, AddAB inh 1.5, PfHsp90 set2 15, SUMO Mot1 rescue -9 and Tat export inh 1.
`CCSc1nc2ccccc2n1CC(=O)OC` gave phage Ecoli inh 0.8, PKA-R1A activ 4, MOR-DOR inv ag 16, PKA-R2B activ 5, HTR5A inv ag -37, MOR-DOR ag -2.8, E coli growth -0.4, AddAB inh 3.9, PfHsp90 set2 8, SUMO Mot1 rescue -13 and Tat export inh 0.
Screening Cc1cccc(C2NC(=O)c3ccccc3O2)c1 (centres undefined) returned phage Ecoli inh 2.1, PKA-R1A activ 9, MOR-DOR inv ag -4, PKA-R2B activ 17, HTR5A inv ag 11, MOR-DOR ag 0.9, E coli growth 1.1, AddAB inh 1.8, PfHsp90 set2 0, SUMO Mot1 rescue 0 and Tat export inh 4.
Screening Cc1ccc(S(=O)(=O)Nc2ccccc2-c2nc3ccccc3[nH]c2=O)cc1 returned phage Ecoli inh 0.1, PKA-R1A activ 2, MOR-DOR inv ag 14, PKA-R2B activ 1, HTR5A inv ag 3, MOR-DOR ag -3.4, E coli growth -1.6, AddAB inh -0.3, PfHsp90 set2 0, SUMO Mot1 rescue -4 and Tat export inh 1.
`COc1cc(C(=O)NCCOc2cccc(C)c2)c(Br)c(OC)c1OC` gave phage Ecoli inh 1.4, PKA-R1A activ 8, MOR-DOR inv ag 7, PKA-R2B activ -7, HTR5A inv ag -32, MOR-DOR ag -1.2, E coli growth -1.1, AddAB inh -1.4, PfHsp90 set2 4, SUMO Mot1 rescue 206 and Tat export inh 0.
Cc1ccc(C2=NC3(CCCCCC3)NC2=S)cc1 was read as phage Ecoli inh 2.9, PKA-R1A activ -11, MOR-DOR inv ag -30, PKA-R2B activ -6, HTR5A inv ag -11, MOR-DOR ag 5.7, E coli growth -1.0, AddAB inh 3.5, PfHsp90 set2 -21, SUMO Mot1 rescue -4 and Tat export inh 1.
`COC(=O)c1ccc(NC(=O)CSc2nncc3ccc(OC)c(OC)c23)cc1` gave phage Ecoli inh 1.3, PKA-R1A activ -15, MOR-DOR inv ag 12, PKA-R2B activ 2, HTR5A inv ag -20, MOR-DOR ag -2.2, E coli growth -0.6, AddAB inh 3.0, PfHsp90 set2 -19, SUMO Mot1 rescue -17 and Tat export inh 3.
Screening O=C(N/N=C/c1ccccn1)c1cc(-c2ccc(Br)cc2)nc2ccccc12 returned phage Ecoli inh 1.5, PKA-R1A activ -11, MOR-DOR inv ag 27, PKA-R2B activ 1, HTR5A inv ag -11, MOR-DOR ag -5.5, E coli growth -2.4, AddAB inh -1.1, PfHsp90 set2 106*, SUMO Mot1 rescue 41 and Tat export inh 0.
Screening CCOc1ccc(NC(=O)Nc2nnc(CC)s2)cc1 returned phage Ecoli inh 5.0, PKA-R1A activ -15, MOR-DOR inv ag -12, PKA-R2B activ 7, HTR5A inv ag -6, MOR-DOR ag 2.3, E coli growth 1.0, AddAB inh 6.1, PfHsp90 set2 -7, SUMO Mot1 rescue 94 and Tat export inh 2.
For COc1ccccc1CC(=O)Nc1cccc(F)c1 the results were phage Ecoli inh 1.1, PKA-R1A activ 8, MOR-DOR inv ag 8, PKA-R2B activ -9, HTR5A inv ag 6, MOR-DOR ag -1.5, E coli growth -0.2, AddAB inh -0.8, PfHsp90 set2 19, SUMO Mot1 rescue 1 and Tat export inh -1.
`O=C(CCN1C(=O)/C(=C/c2cccs2)SC1=S)N1CCCCC1` gave phage Ecoli inh -0.6, PKA-R1A activ -10, MOR-DOR inv ag 6, PKA-R2B activ 13, HTR5A inv ag -18, MOR-DOR ag -1.1, E coli growth 0.8, AddAB inh 1.7, PfHsp90 set2 15, SUMO Mot1 rescue 45 and Tat export inh 4.
`O=c1[nH]c2ccccc2c2ccccc12` gave phage Ecoli inh 2.9, PKA-R1A activ -4, MOR-DOR inv ag 2, PKA-R2B activ 7, HTR5A inv ag -2, MOR-DOR ag -0.2, E coli growth 2.7, AddAB inh 1.1, PfHsp90 set2 -34, SUMO Mot1 rescue -18 and Tat export inh -10.
CCCCN1CC(COCc2ccccc2)Oc2cccc(N3CCCC3)c2S1(=O)=O (centres undefined) was read as phage Ecoli inh 0.9, PKA-R1A activ -15, MOR-DOR inv ag 18, PKA-R2B activ -16, HTR5A inv ag 1, MOR-DOR ag -4.0, PfHsp90 set2 16 and Tat export inh inconclusive.
For Cc1cc(N2CCN(Cc3ccccc3)CC2)n2nc(C)c(-c3ccccc3)c2n1 the results were phage Ecoli inh 3.1, PKA-R1A activ -7, MOR-DOR inv ag 15, PKA-R2B activ -3, HTR5A inv ag -8, MOR-DOR ag -2.7, E coli growth -2.0, AddAB inh 0.0, PfHsp90 set2 -4, SUMO Mot1 rescue 148 and Tat export inh -6.
Cc1cc(C(=O)NNC(=O)Nc2ccccc2)no1 was read as phage Ecoli inh 1.5, PKA-R1A activ 4, MOR-DOR inv ag -4, PKA-R2B activ -2, HTR5A inv ag -16, MOR-DOR ag 0.9, E coli growth 0.8, AddAB inh 2.0, PfHsp90 set2 3, SUMO Mot1 rescue 14 and Tat export inh -4.
O=C(COC(=O)/C=C/c1cccc(C(F)(F)F)c1)NC(c1ccccc1)c1ccccc1 was read as phage Ecoli inh 4.3, PKA-R1A activ -3, MOR-DOR inv ag -4, PKA-R2B activ -4, HTR5A inv ag -13, MOR-DOR ag 0.8, E coli growth -0.8, AddAB inh 3.1, PfHsp90 set2 13, SUMO Mot1 rescue -22 and Tat export inh 0.
For c1ccc(-c2ccccc2OCCCN2CCOCC2)cc1 the results were phage Ecoli inh -1.0, PKA-R1A activ 1, MOR-DOR inv ag 3, PKA-R2B activ 2, HTR5A inv ag 9, MOR-DOR ag -0.4, E coli growth -1.9, AddAB inh 1.2, PfHsp90 set2 -34, SUMO Mot1 rescue -13 and Tat export inh 2.
For COc1ccc(CNC(=O)C[C@H]2C[C@H](C(=O)N3CCOCC3)[C@@]3(C)c4[nH]c5cc(CCC(=O)N(C)C)ccc5c4CCN3C2=O)cc1OC the results were phage Ecoli inh -1.2, PKA-R1A activ -7, MOR-DOR inv ag 7, PKA-R2B activ 7, HTR5A inv ag 7, MOR-DOR ag -1.4, E coli growth -1.4, AddAB inh -1.4, PfHsp90 set2 12 and Tat export inh 4.
COc1ccc2c(c1)C(NS(=O)(=O)OCC(Cl)(Cl)Cl)CCC2 (centres undefined) was read as phage Ecoli inh 1.6, PKA-R1A activ 0, MOR-DOR inv ag -13, PKA-R2B activ 8, HTR5A inv ag -18, MOR-DOR ag 2.2, E coli growth -1.4, AddAB inh 2.9, PfHsp90 set2 4, SUMO Mot1 rescue 15 and Tat export inh 5.
`NC(CC(=O)OC1CCCCC1)C(=O)OC1CCCCC1` (centres undefined) gave phage Ecoli inh 1.9, PKA-R1A activ 7, MOR-DOR inv ag -18, PKA-R2B activ -7, HTR5A inv ag -13, MOR-DOR ag 3.2, E coli growth 3.2, AddAB inh 1.4, PfHsp90 set2 8, SUMO Mot1 rescue -17 and Tat export inh 5.
`CCCCn1c(N)c(N(C(=O)CSc2nncn2-c2ccccc2C)C2CCCC2)c(=O)[nH]c1=O` gave phage Ecoli inh 0.9, PKA-R1A activ -11, MOR-DOR inv ag 5, PKA-R2B activ -3, HTR5A inv ag 14, MOR-DOR ag -0.9, PfHsp90 set2 -24 and Tat export inh -8.
Screening COc1ccc2[nH]c(C(=O)NCCCN3CCCC3=O)c(C)c2c1 returned phage Ecoli inh 2.2, PKA-R1A activ 2, MOR-DOR inv ag -8, PKA-R2B activ -1, HTR5A inv ag -15, MOR-DOR ag 1.6, E coli growth 0.3, AddAB inh 2.3, PfHsp90 set2 -13, SUMO Mot1 rescue -4 and Tat export inh -9.
`CC(C)Cn1c(/C=N/Nc2nc3ccccc3[nH]2)nc2ccccc21` gave phage Ecoli inh 5.0, PKA-R1A activ 12, MOR-DOR inv ag 18, PKA-R2B activ 9, HTR5A inv ag -7, MOR-DOR ag -3.4, PfHsp90 set2 -5 and Tat export inh -10.
